PLK1 PBD inh – Plk1 polo box domain binding inhibitors, primary screen, biochemical, fluorescence polarization; Serine/threonine-protein kinase PLK1 (Homo sapiens), P53350; Plk1 PBD phosphopeptide binding; inhibition, %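 (tested at about 20 µM)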; hit rate 0.13% among 97,000; in the data active = inhibition above about 34%, passing the limit was not always enough
Rev-RRE block – HIV-1 Rev-RRE binding inhibitors, primary screen, biochemical, FRET, protein-RNA interaction; inhibition, % at 8 µM; AID 704, 2007; Rev peptide-RRE RNA binding; hit rate 0.79% among 97,000;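 active = inhibition above the screen-wide mean plus 3 SD, cut at about 35% in these data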;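 also: 0% = median DMSO wells and 100% = median Neomycin B control wells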
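Assay system: Rev peptide and RRE RNA, both fluorescently labelled; times: 5 min preincubation and 15 min binding, 25 °C; detection: FRET, ex 480 nm, em 540 and 671 nm; read-out basis: % inhibition from 671/540 nm acceptor-to-donor ratio, scaled between controls; benchmarks: DMSO low control, neomycin B high control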
ERa coact pot – enhancers of ERα–SRC-1 coactivator binding, primary screen, biochemical, TR-FRET, ERα LBD, low estradiol. Estrogen receptor (Homo sapiens), P03372. TR-FRET ERalpha-LBD/SRC-Cy5 coactivator binding, 2 h; 100 = basal binding, no effect. coactivator binding (% of control), % at 25.6 µM. hit rate 1.3% among 86,000; in the data active = activity above about 200%;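 also: binding measured in presence of low estradiol as agonist stimulus; 0% = peptide alone without receptor and 100% = receptor with peptide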
ERa coact inh – ERα–SRC-1 coactivator interaction inhibitors, primary screen, biochemical, TR-FRET, ERα LBD, estradiol-bound; TR-FRET ER-alpha LBD / SRC-1 peptide; AID 629, 2007; hit rate 1.7% among 86,000; Estrogen receptor (Homo sapiens), P03372; inhibition, % at 25.6 µM; in the data active = inhibition above about 50%;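 also: 0% = receptor plus peptide control and 100% = peptide only without receptor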
ERb SRC1 inh – inhibitors of ERβ-SRC1 coactivator interaction, primary screen, biochemical, TR-FRET, ERβ LBD, SRC-1 peptide. Estrogen receptor beta (Homo sapiens), Q92731. TR-FRET ER-beta LBD / SRC1-Cy5 peptide binding; receptor agonist-loaded with 1 µM estradiol. inhibition, % at 25.6 µM. hit rate 1.3% among 86,000;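 active = compounds whose percent inhibition of the receptor-coactivator binding signal exceeds about 50% in the single-dose screen, limit read from the data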;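 also: 0% = receptor plus peptide wells without compound and 100% = peptide-only wells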
CD11b adhes enh – enhancers of CD11b/CD18 adhesion to fibrinogen, primary screen, K562 cells, luminescence; Integrin beta-2 (Homo sapiens) + Integrin alpha-M (Homo sapiens), P05107+P11215; ATPlite luminescence; activation, % at 10 µM; hit rate 0.07% among 93,000; AID 1499, 2009;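 active = 10 µM primary screen giving 50% or more activity, confirmed by 40% or more on retest at that dose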; also: strong numbers were not always called active
CD11b adhes inh – inhibitors of CD11b/CD18 adhesion to fibrinogen, primary screen, K562 cells, luminescence; Integrin beta-2 (Homo sapiens) + Integrin alpha-M (Homo sapiens), P05107+P11215; ATPlite luminescence; Mn2+ added to activate the integrin; inhibition, % at 10 µM; hit rate 0.54% among 93,000;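 active = primary inhibition of 50% or more at 10 µM, then 40% or more on retest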; also: some results filed as inactive read as strong as hits
FAK inh – FAK kinase inhibitors, primary screen, biochemical | Focal adhesion kinase 1 (Homo sapiens), Q05397 | biochemical FAK kinase activity assay | inhibition, %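 (tested at 7 µM)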 | hit rate 0.84% among 97,000 | AID 727, 2007; in the data active = inhibition above about 19%;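 also: 0% = DMSO and 100% = reference compound high control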
Target sequence (Q05397 whole entry, looked up): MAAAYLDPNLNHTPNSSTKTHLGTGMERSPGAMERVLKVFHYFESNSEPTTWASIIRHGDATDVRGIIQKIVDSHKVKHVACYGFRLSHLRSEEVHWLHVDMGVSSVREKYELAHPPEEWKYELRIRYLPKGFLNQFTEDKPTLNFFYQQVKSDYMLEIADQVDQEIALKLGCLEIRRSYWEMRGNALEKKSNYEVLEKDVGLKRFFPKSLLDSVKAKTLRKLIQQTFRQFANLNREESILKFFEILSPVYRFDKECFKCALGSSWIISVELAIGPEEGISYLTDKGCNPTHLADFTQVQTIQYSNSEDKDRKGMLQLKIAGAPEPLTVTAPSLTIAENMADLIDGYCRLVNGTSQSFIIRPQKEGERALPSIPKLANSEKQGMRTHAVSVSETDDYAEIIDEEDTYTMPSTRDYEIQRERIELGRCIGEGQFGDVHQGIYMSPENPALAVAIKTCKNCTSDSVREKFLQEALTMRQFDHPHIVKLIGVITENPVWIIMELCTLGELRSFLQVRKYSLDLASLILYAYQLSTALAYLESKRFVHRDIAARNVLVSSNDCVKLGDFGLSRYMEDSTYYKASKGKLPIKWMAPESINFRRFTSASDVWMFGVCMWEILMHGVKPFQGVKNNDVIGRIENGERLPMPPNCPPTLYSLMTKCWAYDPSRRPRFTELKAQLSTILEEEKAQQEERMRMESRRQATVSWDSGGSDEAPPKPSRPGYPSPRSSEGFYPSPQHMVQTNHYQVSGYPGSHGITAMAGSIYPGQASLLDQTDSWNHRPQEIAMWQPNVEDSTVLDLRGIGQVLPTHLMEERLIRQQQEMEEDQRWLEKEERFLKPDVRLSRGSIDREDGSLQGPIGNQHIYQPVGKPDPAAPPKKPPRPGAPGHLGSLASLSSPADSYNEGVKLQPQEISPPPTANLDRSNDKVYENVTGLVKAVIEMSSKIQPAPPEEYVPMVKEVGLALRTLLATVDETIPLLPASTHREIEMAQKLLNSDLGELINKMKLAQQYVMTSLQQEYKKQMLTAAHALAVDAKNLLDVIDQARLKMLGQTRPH
PLK1 kinase inh – human PLK1 kinase inhibitors, primary screen, biochemical, TR-FRET; Serine/threonine-protein kinase PLK1 (Homo sapiens), P53350; inhibition, % at 10 µM; recombinant PLK1 kinase, TR-FRET peptide phosphorylation; hit rate 0.53% among 97,000;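 active = inhibition of 50% or more in the single-concentration screen; inactive = inhibition below 50%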;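 also: 0% = DMSO max control and 100% = H-89 dihydrochloride min control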
Starred values were filed as active, the others as inactive; / = no result given; [ ] = dose if it differs, or a comment.

no.	molecule	PLK1 PBD inh	Rev-RRE block	ERa coact pot	ERa coact inh	ERb SRC1 inh	CD11b adhes enh	CD11b adhes inh	FAK inh	PLK1 kinase inh
1	CCOC(=O)C1=C(C)NC(=O)NC1c1ccc(OC(=O)c2ccco2)cc1 (stereo not drawn)	-1.3	-0.8	107.8[fluorescence artefact?]	-3.7	-2.7	/	/	2.0	-13.7
2	CCOc1ccc(S(=O)(=O)Nc2ccc(S(=O)(=O)N3CCOCC3)cc2)cc1	-7.7	4.1	105.7	-3.2	1.2	-3.8	2.6	-6.1	-4.2
3	CCCc1nnc(N2C(=O)c3cccc4cccc(c34)C2=O)s1	-7.7	15.0	95.9	-0.2	-6.5	1.1	-3.0	-3.3	-5.5
4	CCOc1ccccc1NS(=O)(=O)N(C)C	-21.8	1.5	84.5	28.5	-1.5	-3.5	10.6	-1.1	-4.9
5	COc1ccc(Oc2cc(C)c3ccccc3n2)cc1	23.1	-0.6	84.9[fluorescence artefact?]	18.8	35.4[fluorescence artefact?]	-2.7	3.6	-5.2	-2.3
6	CCOc1ccc(Cc2c(Cl)nc(SC)nc2OC)cc1	12.9	16.6	/	/	/	/	/	1.3	-11.6
7	CCCCCCCC(=O)N/N=C(\C)c1cccnc1	7.4	6.5	122.5	-2.5	-2.2	/	/	-2.5	-2.4
8	CCOC(=O)N1CCC(NC(=O)c2cc(S(=O)(=O)N(CC)CC)ccc2F)CC1	-2.5	-6.4	107.9[fluorescence artefact?]	-1.6	-3.7	-2.8	-14.3	-2.6	-11.8
9	CCOc1ccccc1NC(=O)Cn1nnc(C(=O)NCc2ccco2)c1N	-27.5	4.0	100.9	0.4	-1.9	/	/	-1.6	-7.3
10	COc1ccc(Cl)cc1NC(=O)CCN1CCN(C)CC1	26.4	5.2	100.6[fluorescence artefact?]	-3.3	-1.3	-1.0	-5.9	0.7	2.6
11	COc1ccc(NC(=S)N2CCC(c3nc4ccccc4[nH]3)CC2)c(OC)c1	12.9	2.4	/	/	/	1.2	-10.8	-11.0	-0.4
12	Cc1cccc(-c2nnc(SCc3ccc(C#N)cc3)n2Cc2ccco2)c1	2.7	3.7	104.9	-9.8	-16.0[fluorescence artefact?]	-3.4	2.8	2.9	-6.3
13	O=S(=O)(NCc1ccccc1)c1cnc[nH]1	-16.1	3.0	93.9	-0.8[fluorescence artefact?]	-2.1[fluorescence artefact?]	5.5	8.4	-3.7	-6.1
14	CC1=CC(C)(C)N(C(=O)CN2C(=O)c3ccccc3C2=O)c2ccc(C)cc21	-0.8	12.2	93.0	-6.1	-7.1	/	/	1.1	-10.9
15	Oc1c(C(c2cccs2)N2CCN(c3ccccc3)CC2)ccc2cccnc12 (stereo not drawn)	5.8	11.4	/	/	/	7.0	-15.7	0.2	-3.8
16	CN1C=CC2=C(C#N)C(N)C(C#N)(C#N)C(c3ccccc3)C2C1 (stereo not drawn)	-14.0	64.3*	103.9	-6.3	-7.9	/	/	2.6	3.7
17	CCc1cc2c(=O)n(Cc3ccco3)c(SCc3c(C)noc3C)nc2s1	0.3	3.3	90.1	-29.5	-27.8	/	/	1.4	-10.8
18	CCOc1ccc(Cc2c(Cl)nc(N)nc2Cl)cc1	-3.8	4.4	/	/	/	-1.5	-5.0	-1.5	-59.7
19	Cc1[nH]nc2c1-c1nc3ccccc3nc1C(C)(C)C2	/	/	85.1	9.0	-0.1	-1.6	0.4	/	/
20	Cc1ccc(S(=O)(=O)CCc2nnc(NC(=O)COc3cccc(C)c3)s2)cc1	15.2	10.5	/	/	/	/	/	9.9	-6.6
21	Cc1ccc(C)n1-c1sc2c(c1C#N)CCCC2	-1.2	0.4	96.4	-36.6	-19.9	/	/	1.9	-11.8
22	COc1cc(Cn2ccnc2)c(OC)cc1Cn1ccnc1	-9.0	3.6	95.1	-0.5	-7.1	-2.1	-13.0	-1.1	-4.5
23	O=C(CN1CCOCC1)Nc1ncc(Cc2ccccc2Cl)s1	-15.6	8.9	/	/	/	2.8	-12.0	6.5	-8.3
24	COc1cccc(/C=N/n2c(-c3cccs3)n[nH]c2=S)c1	-10.1	-3.3	/	/	/	/	/	3.2	2.6
25	O=C(Nc1ccc2oc(=O)ccc2c1)c1cccnc1	-3.2	6.2	104.3	19.0	3.4	/	/	5.7	-5.9

An excerpt from above in order of number of heavy atoms, low to high.
no.	molecule	PLK1 PBD inh	Rev-RRE block	ERa coact pot	ERa coact inh	ERb SRC1 inh	CD11b adhes enh	CD11b adhes inh	FAK inh	PLK1 kinase inh
6	CCOc1ccc(Cc2c(Cl)nc(SC)nc2OC)cc1	12.9	16.6	/	/	/	/	/	1.3	-11.6
16	CN1C=CC2=C(C#N)C(N)C(C#N)(C#N)C(c3ccccc3)C2C1 (stereo not drawn)	-14.0	64.3*	103.9	-6.3	-7.9	/	/	2.6	3.7
9	CCOc1ccccc1NC(=O)Cn1nnc(C(=O)NCc2ccco2)c1N	-27.5	4.0	100.9	0.4	-1.9	/	/	-1.6	-7.3

Carrying on.
no.	molecule	PLK1 PBD inh	Rev-RRE block	ERa coact pot	ERa coact inh	ERb SRC1 inh	CD11b adhes enh	CD11b adhes inh	FAK inh	PLK1 kinase inh
26	CCCn1c(NC(=O)c2cccc(S(=O)(=O)N3CCCC3)c2)nc2ccccc21	/	/	96.0	3.7	6.0	-5.3	17.8	/	/
27	CC1=[N+]([O-])C(C)(C)CC(C)(C)c2ccccc21	11.9	3.3	116.3	-5.7	-3.2	-1.9	1.5	-1.3	-8.5
28	COCc1cc(=O)[nH]c(Nc2nc3ccc(C)cc3o2)n1	-6.3	12.6	97.2	-8.2	-9.9	1.1	-3.9	-0.9	-11.7
29	CO/N=C/c1ccc(Sc2ccc(C)cc2)c([N+](=O)[O-])c1	0.8	18.2	91.3	-2.0	-6.5	-1.2	-7.2	-2.3	-9.1
30	CCCc1cc(=O)oc2cc(C)cc(O)c12	-25.8	2.1	87.9	-1.1	-28.2	-5.4	19.2	-1.7	-27.6
31	C[n+]1ccc(/C=C/c2ccc(Br)cc2)cc1	-20.9	-12.5	/	/	/	/	/	-0.4	-12.6
32	COC(=O)c1c(-c2ccccc2)csc1NC(=O)CSc1ncnc2sc(C)c(C)c12	13.9	15.1	/	/	/	-3.4	-8.6	1.2	-7.2
33	CCn1c(SCC(=O)Nc2ccc(C(=O)OC)cc2)nnc1-c1cccs1	-4.1	6.5	304.4*[fluorescence artefact?]	-1.7	10.4	-0.7	-14.2	1.9	-11.1
34	Cc1cc(C)cc(OCc2nnc(SCC(=O)c3ccccc3)o2)c1	-0.4	11.9	/	/	/	11.6	9.4	-1.1	-13.5
35	CC(C)NC(=O)c1cnc(Sc2ncc(C(F)(F)F)cc2Cl)n1C	5.3	10.1	99.3	8.3[fluorescence artefact?]	2.0[fluorescence artefact?]	0.4	5.9	0.2	-2.9
36	CC(C)CCNC(=O)CSc1nc2ccccc2c(=O)[nH]1	4.3	3.4	/	/	/	-1.1	5.7	-0.8	25.1
37	COc1ccc(OC2OC3COC(C)(C)OC3C(O)C2NC(C)=O)cc1 (stereo not drawn)	6.0	5.3	95.4	23.7	17.4	/	/	-1.0	-14.2
38	CC(=O)C1=C(C)NC(SCc2cccc([N+](=O)[O-])c2)=C(C#N)C1c1ccco1 (stereo not drawn)	14.1	10.4	/	/	/	0.6	4.9	4.9	-8.8
39	Cn1c(=O)[nH]c2cc3ccccc3cc21	-31.8	7.0	99.1	-2.5	6.0	/	/	0.0	-8.0
40	O=C(O)c1cccc(S(=O)(=O)N2CCOCC2)c1	18.0	2.4	96.9	-1.2	0.8	3.7	8.9	-0.6	-11.8
41	O=C(O)CCCN1C(=O)/C(=C/c2ccc(-c3nc4ccccc4s3)o2)SC1=S	-26.2	71.3*	/	/	/	40.7	93.2*	6.7	-15.8
42	Clc1ccc(C2=Nn3c(nnc3-c3cccs3)SC2)cc1	0.9	6.0	117.5	-1.1	12.9	/	/	2.6	-5.8
43	Nc1cc2c([N+](=O)[O-])cccc2o1	-9.2	50.6*	86.4[fluorescence artefact?]	-0.6[fluorescence artefact?]	15.4	-1.2	13.3	-1.8	16.4
44	O=C(NCc1ccco1)C1OCCc2ccccc21 (stereo not drawn)	16.2	5.1	/	/	/	-1.5	-35.5	-2.6	-8.8
45	O=C1OC(c2ccc3c(c2)OCO3)N(C(=O)c2ccc(Cl)c(Cl)c2)c2ccccc21 (stereo not drawn)	-1.1	10.7	/	/	/	-4.7	0.9	2.0	-12.6
46	C=CCNC(=S)NNC(=O)c1cccc2ccccc12	-5.0	9.2	/	/	/	/	/	-2.6	0.3
47	CC1=C(C(=O)Nc2ccccc2)C(c2ccncc2)C(C#N)=C(SCC(=O)Nc2ccccc2)N1 (stereo not drawn)	-3.0	5.7	109.5	5.6[fluorescence artefact?]	0.7[fluorescence artefact?]	-4.5	10.9	0.1	-2.7
48	CC1=C(C(=O)OCc2ccccc2)C(c2cccnc2)c2c(n(C)c(=O)n(C)c2=O)N1 (stereo not drawn)	-6.2	1.2	/	/	/	/	/	-8.8	-6.5
49	CCC(=O)NC1=C(C#N)C2(CCCC2)Cc2ccccc21	/	/	109.0	-4.3	-9.5	0.5	-2.0	/	/
50	CCN(CC)CCN1C(=O)C(=O)/C(=C(/O)c2ccc(Cl)cc2)C1c1ccncc1 (stereo not drawn)	/	/	106.7	-6.2	-6.2	2.2	-0.3	/	/
51	CCn1cc(Br)c(C(=O)Nc2ccc(Cl)c(Cl)c2)n1	-7.8	6.6	112.6[fluorescence artefact?]	3.0[fluorescence artefact?]	-3.2	/	/	-0.1	-8.5
52	O=C(CS(=O)(=O)c1c[nH]c2ccccc12)NC1CCCCC1	-6.0	6.2	108.0	-0.5	-2.3	4.1	-8.6	2.1	-6.6
53	CC(C)C(NC(=O)CN1C(=O)c2ccccc2S1(=O)=O)C(C)C	-13.3	4.0	134.1	-6.0	-4.6	-2.0	21.7	1.4	-13.2
54	O=C(C1CCCN(S(=O)(=O)c2cccc3cccnc23)C1)N1CCN(c2ccccc2F)CC1 (stereo not drawn)	-16.8	3.0	103.8	-2.4	-0.5	4.4	-6.5	-2.9	-0.1

Screening results: PubChem, several laboratories
